Polio RdRp inh = poliovirus RNA polymerase inhibition | poliovirus polymerase elongation, fluorescence polarization; stronger effect = lower value | P03300 | 150,000 tested, 0.66% active | % elongation, % (compound at 16.7 µg/mL) | AID 588519; in the data active = % elongation below about 90%; note: some results filed as inactive read as strong as hits
Target sequence (P03300 1749-2209 limits assumed): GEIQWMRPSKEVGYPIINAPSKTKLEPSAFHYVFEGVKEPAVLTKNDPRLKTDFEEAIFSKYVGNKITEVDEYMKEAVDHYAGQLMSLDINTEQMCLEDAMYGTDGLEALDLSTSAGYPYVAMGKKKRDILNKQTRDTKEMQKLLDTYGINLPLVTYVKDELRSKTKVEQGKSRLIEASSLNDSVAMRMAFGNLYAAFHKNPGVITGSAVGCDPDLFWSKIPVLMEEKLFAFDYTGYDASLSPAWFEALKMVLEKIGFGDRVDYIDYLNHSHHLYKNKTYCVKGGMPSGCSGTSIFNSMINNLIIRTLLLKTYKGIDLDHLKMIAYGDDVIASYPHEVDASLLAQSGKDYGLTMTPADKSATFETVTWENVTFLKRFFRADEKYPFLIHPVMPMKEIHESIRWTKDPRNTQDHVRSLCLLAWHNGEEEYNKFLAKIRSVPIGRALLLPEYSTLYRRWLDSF
Polio RdRp inh FP z-score = further read-out of Polio RdRp inh, marked with its call; z-score; measured here: FP z-score; hits read low
* hit, by the source's call. A portion of the library. The share of hits here may be higher or lower than overall.

`O=C1COc2cc(S(=O)(=O)NCc3ccccc3)ccc2N1` gave Polio RdRp inh 104 and Polio RdRp inh FP z-score 0.1.
For CN(Cc1ccccc1)C(=O)CCc1nc2cccnc2n1Cc1ccccc1 the results were Polio RdRp inh 103 and Polio RdRp inh FP z-score 0.6.
`CC(C)C(=O)N(c1nnc(-c2ccncc2)s1)C(C)C` gave Polio RdRp inh 100 and Polio RdRp inh FP z-score -0.2.
Screening COc1ccc2c(c1)c1c(c(=O)n(Cc3ccccc3)c(=O)n1CC(=O)NCc1ccc(C)cc1)n2C returned Polio RdRp inh 112 and Polio RdRp inh FP z-score 1.
`CCOc1ccc(NC(=O)Cn2cc(C(=O)c3ccccc3)c(=O)c3cc4c(cc32)OCCO4)cc1` gave Polio RdRp inh 104 and Polio RdRp inh FP z-score -0.1.
`CC1CCN(S(=O)(=O)c2ccc3c(c2)N(C)C(=O)CC(=O)N3C)CC1` gave Polio RdRp inh 113 and Polio RdRp inh FP z-score 0.3.
For Cc1cc(C)n(C(C)CC(=O)Nc2cccc(C(F)(F)F)c2)n1 (configuration not stated) the results were Polio RdRp inh 102 and Polio RdRp inh FP z-score -1.
`O=C(NCc1ccc(Cl)cc1)c1cc2c(s1)CCC2` gave Polio RdRp inh 101 and Polio RdRp inh FP z-score -0.3.
`O=C1/C(=C\c2ccccn2)Cc2ccccc21` gave Polio RdRp inh 102 and Polio RdRp inh FP z-score 0.3.
For CC1(C)C(=O)OC(c2cccs2)C(C)(C)C1=O (configuration not stated) the results were Polio RdRp inh 109 and Polio RdRp inh FP z-score 0.9.
For C=CCn1c(SC(C)C(N)=O)nc2ccc(Cl)cc2c1=O (configuration not stated) the results were Polio RdRp inh 101 and Polio RdRp inh FP z-score 0.2.
Screening CCOc1cc(Cl)c(Cl)c2cc(C(=O)NC)c(=O)oc12 returned Polio RdRp inh 100 and Polio RdRp inh FP z-score -0.6.
For CNC(=O)c1sc(CN2C(=O)c3ccccc3S2(=O)=O)nc1C the results were Polio RdRp inh 65* and Polio RdRp inh FP z-score -3.6*.
For O=C(O)CN1C(=O)CC(Cc2ccc(Cl)cc2)C1=O (configuration not stated) the results were Polio RdRp inh 102 and Polio RdRp inh FP z-score 0.1.
`c1ccc2cc(OCCN3CCCCC3)ccc2c1` gave Polio RdRp inh 100 and Polio RdRp inh FP z-score 0.2.
CCC1C(c2ccccc2)NC(c2ccccc2)CC1(O)c1ccc(F)cc1 (configuration not stated) was read as Polio RdRp inh 104 and Polio RdRp inh FP z-score 0.5.
CNC(=O)c1cc2cc(OC)ccc2oc1=N was read as Polio RdRp inh 102 and Polio RdRp inh FP z-score 0.1.
COCC(C)NC(=O)c1ccc(NC(C)=O)cc1 (configuration not stated) was read as Polio RdRp inh 110 and Polio RdRp inh FP z-score 1.1.
CCOc1ccccc1NC(=O)c1nc(SC(C)C)ncc1Cl was read as Polio RdRp inh 104 and Polio RdRp inh FP z-score -0.5.
O=S(=O)(Nc1cccc(F)c1)c1ccccc1 was read as Polio RdRp inh 104 and Polio RdRp inh FP z-score 1.
For Cc1ccc(C(=O)N2CCc3cc(CNS(=O)(=O)c4ccc(Cl)s4)ccc32)cc1 the results were Polio RdRp inh 111 and Polio RdRp inh FP z-score 1.
Screening Cc1onc(-c2ccccc2)c1C(=O)Nc1ccc(S(=O)(=O)Nc2ncccn2)cc1 returned Polio RdRp inh 103 and Polio RdRp inh FP z-score 0.5.
For CCCCOc1ccc(CNC(=O)Cc2ccc(NC(=O)N3CCSc4ncccc43)cc2)cc1 the results were Polio RdRp inh 96 and Polio RdRp inh FP z-score -1.6.
Screening COc1ccc(NCc2nc(-c3ccccc3)no2)cc1OC returned Polio RdRp inh 100 and Polio RdRp inh FP z-score -0.2.
Screening COC(=O)/C(=C\c1c[nH]c2ccccc12)NC(C)=O returned Polio RdRp inh 102 and Polio RdRp inh FP z-score 0.2.
Screening CC1=C(CCN2CCN(C)CC2)C(C)(C)CCC1 returned Polio RdRp inh 100 and Polio RdRp inh FP z-score -0.2.
For CC(C)OCc1ccc(C(=O)O)cc1 the results were Polio RdRp inh 102 and Polio RdRp inh FP z-score -0.1.
Screening Clc1cc(Cl)cc(OCc2nn[nH]n2)c1 returned Polio RdRp inh 102 and Polio RdRp inh FP z-score -0.5.
For COC(=O)c1cc(-c2ccc3c(c2)OCO3)nc2onc(C)c12 the results were Polio RdRp inh 100 and Polio RdRp inh FP z-score -0.3.
`O=C(/C=C/c1ccc(Cl)cc1)N1CCN(C(=O)c2ccco2)CC1` gave Polio RdRp inh 102 and Polio RdRp inh FP z-score 0.
O=C(NCCCN1CCN(c2ccccc2)CC1)c1sc2ncccc2c1-n1cccc1 was read as Polio RdRp inh 105 and Polio RdRp inh FP z-score -0.3.
COc1ccc(OC)c(NS(=O)(=O)c2ccccc2)c1 was read as Polio RdRp inh 102 and Polio RdRp inh FP z-score 0.
CCOC(=O)c1cc(CSc2n[nH]c(=O)n2-c2ccccc2)nn1C(C)(C)C was read as Polio RdRp inh 108 and Polio RdRp inh FP z-score 1.1.
CC(=O)Nc1cccc(Oc2ncnc3scc(-c4ccc(C(C)C)cc4)c23)c1 was read as Polio RdRp inh 101 and Polio RdRp inh FP z-score -0.4.
`O=C(COc1ccc(Cl)cc1)OCc1ccc(Br)cc1` gave Polio RdRp inh 99 and Polio RdRp inh FP z-score -1.
`Cc1c(Cl)cccc1NC(=O)CSc1nc(=O)[nH]c2c1CCCC2` gave Polio RdRp inh 104 and Polio RdRp inh FP z-score -0.6.

Among those listed so far, three have fluorine.
For Cc1cc(C)n(C(C)CC(=O)Nc2cccc(C(F)(F)F)c2)n1 (configuration not stated) the results were Polio RdRp inh 102 and Polio RdRp inh FP z-score -1.
CCC1C(c2ccccc2)NC(c2ccccc2)CC1(O)c1ccc(F)cc1 (configuration not stated) was read as Polio RdRp inh 104 and Polio RdRp inh FP z-score 0.5.
O=S(=O)(Nc1cccc(F)c1)c1ccccc1 was read as Polio RdRp inh 104 and Polio RdRp inh FP z-score 1.

Structures above with four or more nitrogen atoms:
For CN(Cc1ccccc1)C(=O)CCc1nc2cccnc2n1Cc1ccccc1 the results were Polio RdRp inh 103 and Polio RdRp inh FP z-score 0.6.
`CC(C)C(=O)N(c1nnc(-c2ccncc2)s1)C(C)C` gave Polio RdRp inh 100 and Polio RdRp inh FP z-score -0.2.
Screening COc1ccc2c(c1)c1c(c(=O)n(Cc3ccccc3)c(=O)n1CC(=O)NCc1ccc(C)cc1)n2C returned Polio RdRp inh 112 and Polio RdRp inh FP z-score 1.
Screening Cc1onc(-c2ccccc2)c1C(=O)Nc1ccc(S(=O)(=O)Nc2ncccn2)cc1 returned Polio RdRp inh 103 and Polio RdRp inh FP z-score 0.5.
For CCCCOc1ccc(CNC(=O)Cc2ccc(NC(=O)N3CCSc4ncccc43)cc2)cc1 the results were Polio RdRp inh 96 and Polio RdRp inh FP z-score -1.6.
Screening Clc1cc(Cl)cc(OCc2nn[nH]n2)c1 returned Polio RdRp inh 102 and Polio RdRp inh FP z-score -0.5.
O=C(NCCCN1CCN(c2ccccc2)CC1)c1sc2ncccc2c1-n1cccc1 was read as Polio RdRp inh 105 and Polio RdRp inh FP z-score -0.3.
CCOC(=O)c1cc(CSc2n[nH]c(=O)n2-c2ccccc2)nn1C(C)(C)C was read as Polio RdRp inh 108 and Polio RdRp inh FP z-score 1.1.

(list continues)
Screening O=C(Cn1ccc2cc(S(=O)(=O)N3CCCCCC3)ccc21)NCc1ccccc1Cl returned Polio RdRp inh 98 and Polio RdRp inh FP z-score -2.1.
O=C(N/N=C/c1ccccc1C(F)(F)F)c1ccco1 was read as Polio RdRp inh 101 and Polio RdRp inh FP z-score 0.
For CCCCNC(=O)C1CCN(Cc2nc(-c3ccc(Cl)cc3)oc2C)CC1 the results were Polio RdRp inh 98 and Polio RdRp inh FP z-score -1.3.
`COC(=O)c1ccc(COc2ccc3c(c2)OCO3)cc1` gave Polio RdRp inh 104 and Polio RdRp inh FP z-score 0.4.
Screening Cc1ccccc1C(=O)Nc1nnc(C2=COCCO2)o1 returned Polio RdRp inh 98 and Polio RdRp inh FP z-score -1.4.
`O=C1/C(=C\c2ccco2)SC(=S)N1CCC(=O)N1CCCc2ccccc21` gave Polio RdRp inh 103 and Polio RdRp inh FP z-score 0.3.
`Cc1ccc(Oc2ccc(OCC(=O)NCc3ccco3)cc2)cc1` gave Polio RdRp inh 106 and Polio RdRp inh FP z-score 1.2.
Screening CCOc1cc2[nH]c(=O)n(CCCCCC(=O)NC(C)CC)c(=O)c2cc1OCC (configuration not stated) returned Polio RdRp inh 109 and Polio RdRp inh FP z-score 0.5.
`COc1cccc(Cn2c(CNC(=O)C(C)C)nc3cccnc32)c1` gave Polio RdRp inh 113 and Polio RdRp inh FP z-score 1.2.
CCn1c(SCC(=O)c2ccccc2)nc2sc3c(c2c1=O)CCC3 was read as Polio RdRp inh 103 and Polio RdRp inh FP z-score 0.3.
For O=C(NCCC(=O)N1CCN(c2ccc(F)cc2)CC1)c1ccco1 the results were Polio RdRp inh 103 and Polio RdRp inh FP z-score 0.1.
`Cc1oc2ccc(O)c(CN(C)Cc3ccccc3)c2c1C(=O)Nc1cccc(Cl)c1C` gave Polio RdRp inh 101 and Polio RdRp inh FP z-score -1.3.
CC(C)(C)OC(=O)N1CCC(CNS(=O)(=O)c2cc(Cl)sc2Cl)CC1 was read as Polio RdRp inh 107 and Polio RdRp inh FP z-score 1.
COc1ccc(C2CC(=O)Nc3cc4c(cc32)OCO4)cc1 (configuration not stated) was read as Polio RdRp inh 108 and Polio RdRp inh FP z-score 0.7.
`Cc1sc2ncn(CC(=O)NCc3ccccn3)c(=O)c2c1S(=O)(=O)N1CC(C)CC(C)C1` (configuration not stated) gave Polio RdRp inh 101 and Polio RdRp inh FP z-score 0.2.
Screening COc1ccc(N2CCN(C(=O)c3cn(C)c4ccc(S(=O)(=O)N5CCOCC5)cc4c3=O)CC2)cc1 returned Polio RdRp inh 103 and Polio RdRp inh FP z-score -0.2.
Screening CSc1ccc(C2C3=C(CCCC3=O)Nc3ccc4ccccc4c32)cc1 (configuration not stated) returned Polio RdRp inh 101 and Polio RdRp inh FP z-score -0.2.
Screening Cc1ccc(-n2nc(C)c3c(C)cc(=O)n(CC(=O)Nc4ccc(C(C)C)cc4)c32)cc1 returned Polio RdRp inh 109 and Polio RdRp inh FP z-score 0.9.
`Oc1ccccc1-c1nnc2n1CCCCC2` gave Polio RdRp inh 101 and Polio RdRp inh FP z-score 0.1.
CCOC(=O)c1ccc(NC(=O)c2nc(SCc3ccc(F)cc3)ncc2Cl)cc1 was read as Polio RdRp inh 98 and Polio RdRp inh FP z-score -1.5.
For CCOC(=O)C1=C(CN2C(=O)c3ccccc3S2(=O)=O)NC(=O)NC1c1ccc(OC)cc1 (configuration not stated) the results were Polio RdRp inh 103 and Polio RdRp inh FP z-score 0.
COc1cc(F)nc(N)n1 was read as Polio RdRp inh 102 and Polio RdRp inh FP z-score 0.6.
Screening CCN=C1NN=C(c2c[nH]c3ccccc23)CS1 returned Polio RdRp inh 103 and Polio RdRp inh FP z-score 0.
O=C(O)c1ccccc1C(=O)NC1CCCCNC1=O (configuration not stated) was read as Polio RdRp inh 101 and Polio RdRp inh FP z-score -0.5.
`CC(=O)Nc1ccc(NC(=O)C(NC(=O)C2CCCCC2)C(C)C)cc1` (configuration not stated) gave Polio RdRp inh 100 and Polio RdRp inh FP z-score 0.
Screening COc1ccc(-n2ccnc(NCc3ccccc3Cl)c2=O)cc1OC returned Polio RdRp inh 106 and Polio RdRp inh FP z-score 0.
Screening Cc1ccc(-c2cc(C(=O)Oc3ccccc3)c3cccc(C)c3n2)cc1 returned Polio RdRp inh 104 and Polio RdRp inh FP z-score -0.1.
Cc1ccc(CNC(=O)Nc2cc(C(=O)NCc3ccc(C(C)C)cc3)ccc2N2CCCC2)cc1 was read as Polio RdRp inh 108 and Polio RdRp inh FP z-score 0.4.
CC1(C)CC(=NO)CC(C)(C)N1 was read as Polio RdRp inh 103 and Polio RdRp inh FP z-score 0.2.
Screening Cc1cc(=O)[nH]c2nnc(SCCC(C)C)n12 returned Polio RdRp inh 101 and Polio RdRp inh FP z-score -1.4.
For CCN(CC)C(=O)Sc1cccc2cccnc12 the results were Polio RdRp inh 103 and Polio RdRp inh FP z-score 0.3.
Screening COc1cc(CNC(C)(C)C)ccc1OCC(=O)NC(C)(C)C returned Polio RdRp inh 105 and Polio RdRp inh FP z-score 1.2.
For CN(C)c1ccc(C(=C2C=CC(=[N+](C)C)C=C2)c2ccc(N(C)C)cc2)cc1 the results were Polio RdRp inh 98 and Polio RdRp inh FP z-score -0.7.
N#Cc1nc(COc2ccc(Cl)cc2)oc1NCCc1ccccc1 was read as Polio RdRp inh 102 and Polio RdRp inh FP z-score 0.2.
Screening O=C(CN1C(=O)c2cccnc2Oc2ccc(Cl)cc21)Nc1cccc(C(F)(F)F)c1 returned Polio RdRp inh 111 and Polio RdRp inh FP z-score 1.1.
`CC(Sc1nnc(-c2cccs2)n1C1CC1)C(=O)NCC1CCCO1` (configuration not stated) gave Polio RdRp inh 103 and Polio RdRp inh FP z-score -0.1.
`CCCN(C(=O)c1c(C)oc2ncn(CC(C)C)c(=O)c12)c1ccccc1C` gave Polio RdRp inh 109 and Polio RdRp inh FP z-score 0.2.
Screening c1ccc(-n2ncc3c(SCCC4OCCO4)ncnc32)cc1 returned Polio RdRp inh 101 and Polio RdRp inh FP z-score -0.3.
Cc1nc2sc3c(c2c(=O)n1N)CCCC3 was read as Polio RdRp inh 101 and Polio RdRp inh FP z-score 0.
`COc1ccc(CCNC(=O)COc2cc(=O)n(C)c3ccccc23)cc1OC` gave Polio RdRp inh 106 and Polio RdRp inh FP z-score 2.1.
`Cn1c(SCc2cc(=O)[nH]c(=O)[nH]2)nnc1C(F)(F)F` gave Polio RdRp inh 105 and Polio RdRp inh FP z-score 0.9.
`CCCNC(=O)NCc1n[nH]c(=O)c2ccccc12` gave Polio RdRp inh 106 and Polio RdRp inh FP z-score 0.3.
`CC(C)(C)OC(=O)N1CCC[C@H]1C(=O)OCc1cc(=O)n2cc(Br)ccc2n1` gave Polio RdRp inh 100 and Polio RdRp inh FP z-score -0.3.
O=C(NC1(C(F)(F)F)NC(=O)N(c2ccc(F)cc2)C1=O)c1ccco1 (configuration not stated) was read as Polio RdRp inh 101 and Polio RdRp inh FP z-score 0.1.
`CCCCN(Cc1ccco1)C1=NC(Cc2ccccc2)C(=O)N1c1ccc(C)cc1C` (configuration not stated) gave Polio RdRp inh 102 and Polio RdRp inh FP z-score 0.5.

Assay outcomes (PubChem)
